Source: PubChem BioAssay
Gli-Sufu block – blocks Gli-Sufu signaling in a luciferase reporter; hit rate 0.74% among 340,000; Sufu-KO-LIGHT fibroblasts, Gli luciferase reporter luminescence; AID 588413; inhibition, % at 5 µM;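 active means inhibition above about 55%, limit read from the data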;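 further: 0% = DMSO-treated cells and 100% = wells with medium but no cells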
CCR6 antagonist – blocks CCL20-driven beta-arrestin recruitment at human CCR6; P51684; CHO-K1 CCR6 PathHunter beta-arrestin, luminescence, CCL20-stimulated; inhibition, % at 20 µM; hit rate 0.49% among 340,000; AID 493098;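 active means compounds whose inhibition of the agonist-driven luminescence signal at 20 µM reaches about 50%, limit read from the data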;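 further: cells stimulated with CCL20 at 14 nM final; plate controls were DMSO with CCL20 for no effect and DMSO without agonist for full effect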
GRIN3A LBD mod – modulators (binders) of human NR3A ligand-binding domain; NR3A LBD differential scanning fluorimetry, Tm shift; 0% = protein alone, 100% = glycine-bound protein; Tm shift relative to glycine control, % at 25 µM; hit rate 2.5% among 340,000;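 active means melting temperature shift of at least 10% of the positive control shift, at one fixed dose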
APOBEC3G inh – blocks human APOBEC3G single-stranded DNA deamination; hit rate 0.28% among 330,000; Q9HC16; recombinant A3G, ssDNA deamination FAM/TAMRA fluorescence; inhibition, % at 20 µM;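 active means inhibition of at least 40% at 20 µM, with no more than 30% in the related APOBEC3A deaminase screen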;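 further: plate controls were DMSO wells with A3G for no effect and wells lacking A3G enzyme for full effect; some compounds called inactive have numbers as strong as hits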
A3A deaminase – human APOBEC3A DNA deaminase inhibition. hit rate 0.41% among 330,000. P31941. recombinant A3A, FAM/TAMRA ssDNA deamination fluorescence. AID 493011. inhibition, % at 20 µM;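 active means at least 40% inhibition at 20 µM here, with at most 30% in a related deaminase screen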;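 further: plate controls were A3A with DMSO for no effect and wells lacking A3A enzyme for full effect; some results filed as inactive read as strong as hits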
Target sequence (P31941 whole entry, looked up): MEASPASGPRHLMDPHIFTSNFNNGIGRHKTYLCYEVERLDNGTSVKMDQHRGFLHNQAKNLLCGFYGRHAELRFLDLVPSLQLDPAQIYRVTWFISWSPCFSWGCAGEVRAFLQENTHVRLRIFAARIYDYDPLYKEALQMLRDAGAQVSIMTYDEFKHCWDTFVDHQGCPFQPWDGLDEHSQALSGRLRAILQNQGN
MPTP inh – permeability transition pore inhibition; isolated mouse mitochondria, Ca2+ swelling absorbance, 30 min; AID 602449; hit rate 1.4% among 360,000; inhibition, % at 10 µM;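 active means inhibition of 50% or more, scaled per plate between neutral and stimulator controls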;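 further: 0% = DMSO wells given calcium and 100% = 1 mM EGTA wells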
CXCR6 inh – CXCR6 (human) receptor inhibition; AID 602244; hit rate 0.36% among 360,000; CHO-K1 PathHunter CXCR6 beta-arrestin, luminescence; O00574; inhibition, % at 20 µM; in the data active means inhibition above about 34%, passing the limit was not always enough;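 further: antagonist mode with CXCL16 agonist at 10 nM final; 0% = 10 nM CXCL16 with DMSO and 100% = unstimulated wells without agonist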
Target sequence (O00574 whole entry, looked up): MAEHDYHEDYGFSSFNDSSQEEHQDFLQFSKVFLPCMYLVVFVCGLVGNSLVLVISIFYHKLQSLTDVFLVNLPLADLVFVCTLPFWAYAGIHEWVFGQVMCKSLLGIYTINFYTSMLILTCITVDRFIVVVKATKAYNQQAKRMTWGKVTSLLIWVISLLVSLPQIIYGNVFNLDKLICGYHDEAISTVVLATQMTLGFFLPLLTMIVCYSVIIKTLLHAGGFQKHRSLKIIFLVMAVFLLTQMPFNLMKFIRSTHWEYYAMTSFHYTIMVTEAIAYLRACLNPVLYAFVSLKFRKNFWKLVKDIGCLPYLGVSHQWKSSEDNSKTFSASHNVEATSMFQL
EBI2 block – EBI2 (human) antagonism | EBI2 beta-arrestin recruitment, luminescence, 7a,25-OHC stimulated | P32249 | hit rate 0.81% among 360,000 | AID 651636 | inhibition, % at 5 µM; in the data active means inhibition above about 38%;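 further: enzyme fragment complementation signal reports receptor beta-arrestin coupling in cells; 0% = agonist plus DMSO wells and 100% = wells without agonist; some results beyond the cut were filed as inactive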
Target sequence (P32249 whole entry, looked up, the tested form may be a part): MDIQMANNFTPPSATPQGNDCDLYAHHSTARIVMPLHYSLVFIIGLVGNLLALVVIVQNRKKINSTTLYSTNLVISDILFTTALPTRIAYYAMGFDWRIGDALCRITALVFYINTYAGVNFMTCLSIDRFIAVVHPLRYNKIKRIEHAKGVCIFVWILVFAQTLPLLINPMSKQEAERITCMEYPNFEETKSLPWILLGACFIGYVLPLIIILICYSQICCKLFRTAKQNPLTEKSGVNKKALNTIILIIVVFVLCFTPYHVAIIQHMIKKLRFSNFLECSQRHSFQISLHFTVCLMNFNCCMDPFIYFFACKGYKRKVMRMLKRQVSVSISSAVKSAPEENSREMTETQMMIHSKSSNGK
Starred values were filed as active, the others as inactive; · = no result given.

1. CCN(CC)C(=O)c1ccc(NC(=O)CN2CCc3cc(OC)c(OC)cc3C2)cc1
2. CC(C)NCC(O)c1ccc(C2CCCC2)cc1 (centres undefined)
3. CC1=[N+]([O-])C2(N)CCc3nonc3C2(O)C1 (centres undefined)
4. CC1C2Cn3c(nc4ccccc43)C1N(C)O2 (centres undefined)
5. CC1CN(CC(=O)c2ccccc2Cl)CC(C)O1 (centres undefined)
6. CCOC(=O)C(O)(c1ccc(N(CC)C(=O)COc2ccccc2)cc1)C(F)(F)F (centres undefined)
7. NC1CCCCC1N=Cc1c(O)n(Cc2ccc(F)cc2)c(=O)[nH]c1=O (centres undefined)
8. COC(=O)C1=C(c2ccc(Cl)c(C(F)(F)F)c2)C[C@@H]2CC[C@H]1N2C(=O)NCc1ccco1

Compound | 1 | 2 | 3 | 4 | 5 | 6 | 7 | 8
GRIN3A LBD mod | 1 | -9 | 1 | 0 | -5 | -6 | -2 | 1
A3A deaminase | -2 | 0 | -5 | 0 | -2 | 1 | -5 | -1
Gli-Sufu block | 28 | -4 | 9 | 24 | -8 | 3 | 4 | -5
APOBEC3G inh | -5 | -4 | -5 | 20 | -4 | 0 | -8 | -10
CCR6 antagonist | -2 | 7 | 10 | -1 | 3 | -14 | 18 | 10
CXCR6 inh | -5 | -7 | -2 | 6 | 6 | -14 | 5 | 15
MPTP inh | -0.6 | 96* | -0.3 | -0.6 | -0.4 | 2.0 | -0.8 | 1.9
EBI2 block | 5 | -12 | -4 | -10 | -11 | -9 | -11 | 1

9. COc1cccc(CNC2CN3CCC2CC3)c1OC (centres undefined)
10. Cc1ccc(CN2CCCN(Cc3ccc(C)cc3)S2(=O)=O)cc1
11. Fc1ccccc1CN1CCN(c2ccc(Cl)cc2)CC1
12. CCC(C)NC(=O)CN1C(=O)CN=C(c2ccccc2)c2ccccc21 (centres undefined)
13. COc1ccc(/C=N\N=C(N)N)cc1
14. CNc1cc(N2CCNCC2)ccc1[N+](=O)[O-]
15. O=C(c1ccc2c(=O)n(Cc3ccc4c(c3)OCO4)c(=S)[nH]c2c1)N1CCC2(CC1)OCCO2
16. CCOc1ccc2[nH]c(=O)c(CN(CCO)C3(c4nnnn4C4CCCCC4)CCCCC3)cc2c1

Compound | 9 | 10 | 11 | 12 | 13 | 14 | 15 | 16
GRIN3A LBD mod | 0 | 1 | -3 | -3 | -3 | 0 | 3 | -13
A3A deaminase | -4 | -4 | -3 | -3 | -5 | -1 | -5 | -1
Gli-Sufu block | 5 | · | 7 | -19 | 13 | 16 | 4 | -12
APOBEC3G inh | -6 | -11 | -2 | -5 | -6 | -2 | -8 | -6
CCR6 antagonist | 0 | 12 | 11 | 6 | -7 | 1 | 1 | -14
CXCR6 inh | -2 | 1 | 0 | 5 | -5 | 9 | 5 | 0
MPTP inh | -1.6 | 0.5 | 0.6 | 0.7 | 0.3 | 1.0 | -1.3 | -0.7
EBI2 block | -8 | 1 | 0 | -7 | -9 | -9 | 8 | -1

17. COCc1ccc(CN2CCCC(C(=O)c3sccc3C)C2)o1 (centres undefined)
18. O=C(Nc1ccc(Cl)cc1)N1CC1
19. CCN(CC)c1ccc(C=C2C(=O)N(C)C(=S)N(C)C2=O)o1
20. O=C(c1cc2cc3ccc(Cl)cc3nc2o1)N1CCC2(CC1)OCCO2
21. COC(=O)C1=C(c2ccc(F)cc2OCc2ccccc2)C[C@@H]2CC[C@H]1N2C(=O)NCc1ccccc1
22. N#CCC(=O)NN1Cc2ccccc2C1=N
23. COc1cc(C(=O)OC2C[C@H]3CC[C@@H](C2)N3)ccc1O (some centres undefined)
24. Cc1ccc(N2C(=O)/C(=C/N3CCN(C(=O)c4ccco4)CC3)C(=O)NC2=S)cc1C

Compound | 17 | 18 | 19 | 20 | 21 | 22 | 23 | 24
GRIN3A LBD mod | 0 | 6 | -1 | 0 | 6 | 0 | -1 | -1
A3A deaminase | -1 | · | 4 | 1 | 0 | 0 | 1 | 6
Gli-Sufu block | 13 | -2 | -14 | -7 | 12 | -3 | 14 | -1
APOBEC3G inh | -7 | · | 2 | 2 | 2 | -3 | 0 | -3
CCR6 antagonist | 12 | 11 | 42 | -4 | 26 | -2 | -2 | 9
CXCR6 inh | -5 | 3 | 27 | -2 | 17 | -7 | 2 | 8
MPTP inh | -0.5 | 10 | 0.9 | -0.4 | 0.1 | 2.6 | -0.4 | 18
EBI2 block | -3 | 1 | 16 | 10 | 27 | 7 | 5 | 5

25. CC(=O)Nc1ccc2c(c1)CC1(C(=O)N(C)C(=O)N(C)C1=O)C1CCCN21 (centres undefined)
26. O=C1NC(=O)N(Cc2ccco2)C(=O)/C1=C\c1cccn1CCOc1ccccc1
27. CN1/C(=C\C=Nc2ccccc2)C(C)(C)c2ccccc21
28. S=C1NC2(CCCCC2)NC12CCCCC2
29. CC12CCC3C(CCC4(O)CC(O)CCC34C=O)C1(O)CCC2C1=CC(=O)OC1 (centres undefined)
30. O=C(C(=O)N1CCOCC1)c1cn(Cc2ccccc2Cl)c2ccccc12
31. NC(=O)c1cc(N2CC2)c([N+](=O)[O-])cc1[N+](=O)[O-]
32. COC(=O)C1=C(c2ccc(F)cc2OCc2ccccc2)C[C@@H]2CC[C@H]1N2C(=O)NCc1ccco1

Compound | 25 | 26 | 27 | 28 | 29 | 30 | 31 | 32
GRIN3A LBD mod | 0 | 1 | 1 | 16* | 5 | 0 | -1 | -2
A3A deaminase | -2 | 10 | -7 | -2 | · | -4 | 8 | -1
Gli-Sufu block | -3 | 1 | 59* | 3 | 4 | 7 | -1 | -11
APOBEC3G inh | 0 | 0 | -4 | 0 | · | -5 | 3 | -7
CCR6 antagonist | -2 | -9 | 6 | 3 | 6 | 11 | 8 | 13
CXCR6 inh | -3 | -5 | -6 | -1 | -5 | 5 | -8 | 9
MPTP inh | 0.5 | 2.6 | 3.6 | -1.0 | -0.5 | 2.4 | -0.8 | 0.8
EBI2 block | 0 | -3 | 14 | 5 | 4 | 4 | -8 | 14

33. COC(=O)C1=C(c2ccccc2)C[C@@H]2CC[C@H]1N2C(=O)N1CCC(C)CC1
34. Cc1ccc2c(c1)N(N=O)CCC2
35. CN(C)C(=O)Oc1ccc2c(c1)O/C(=C\c1ccccc1)C2=O
36. COC(=O)c1ccc(N2C(=O)CC(N3CCC(n4c(=O)[nH]c5ccccc54)CC3)C2=O)cc1 (centres undefined)
37. CN(C)c1ccc(/C=C2\C(=O)NC(=O)N(Cc3ccc(F)cc3)C2=O)cc1
38. CCOP(=O)(OCC)C(O)c1ccc(N(C)C)cc1 (centres undefined)
39. C=CCn1c(O)c(C(CC)=Nc2ccccc2NC(C)=O)c(=O)[nH]c1=O
40. COC(=O)Nc1nc2ccccc2[nH]1

Compound | 33 | 34 | 35 | 36 | 37 | 38 | 39 | 40
GRIN3A LBD mod | 2 | 3 | 1 | 0 | 4 | 1 | 1 | -3
A3A deaminase | -4 | 0 | -1 | -2 | -4 | 2 | -6 | ·
Gli-Sufu block | 5 | 5 | -79 | -9 | -1 | 2 | 2 | -7
APOBEC3G inh | -7 | -6 | -8 | -2 | -12 | 7 | -8 | ·
CCR6 antagonist | 14 | -2 | 15 | 13 | -10 | 1 | -6 | 5
CXCR6 inh | -5 | -6 | 10 | 3 | 6 | -4 | -2 | -6
MPTP inh | 0.3 | -3.7 | 0.8 | -0.6 | 9.7 | 2.4 | 0.0 | -2.7
EBI2 block | 10 | -6 | -34 | -13 | 9 | -13 | 1 | -1

Nos. 34 through 38, quoted:
34. Cc1ccc2c(c1)N(N=O)CCC2
35. CN(C)C(=O)Oc1ccc2c(c1)O/C(=C\c1ccccc1)C2=O
36. COC(=O)c1ccc(N2C(=O)CC(N3CCC(n4c(=O)[nH]c5ccccc54)CC3)C2=O)cc1 (centres undefined)
37. CN(C)c1ccc(/C=C2\C(=O)NC(=O)N(Cc3ccc(F)cc3)C2=O)cc1
38. CCOP(=O)(OCC)C(O)c1ccc(N(C)C)cc1 (centres undefined)

Compound | 34 | 35 | 36 | 37 | 38
GRIN3A LBD mod | 3 | 1 | 0 | 4 | 1
A3A deaminase | 0 | -1 | -2 | -4 | 2
Gli-Sufu block | 5 | -79 | -9 | -1 | 2
APOBEC3G inh | -6 | -8 | -2 | -12 | 7
CCR6 antagonist | -2 | 15 | 13 | -10 | 1
CXCR6 inh | -6 | 10 | 3 | 6 | -4
MPTP inh | -3.7 | 0.8 | -0.6 | 9.7 | 2.4
EBI2 block | -6 | -34 | -13 | 9 | -13

Further records follow:
41. O=C(N/N=C/c1c(O)n(-c2ccccc2)c(=O)[nH]c1=O)c1ccncc1
42. NC(=O)c1cn(C2CCCCC2)c2ccccc2c1=O
43. COCCCNC(=O)c1c(NC(=O)c2ccco2)n(Cc2ccccc2)c2nc3ccccc3nc12
44. Cc1nn(Cc2ccccc2)c(C)c1C(=O)OCC(=O)Nc1cccc(S(N)(=O)=O)c1
45. CCN(CC)c1ccc(N=Cc2c(O)n(-c3ccc(Cl)cc3)c(=O)[nH]c2=O)cc1
46. CCOc1ccc(N=Cc2c(O)n(-c3cc(C)cc(C)c3)c(=O)[nH]c2=O)cc1
47. CCC(CO)(C(=O)OC1CC2CCC(C1)N2C)c1ccccc1 (centres undefined)
48. O=C(O)c1cccc2c1NC(C(=O)O)C1CC(Sc3ccccc3[N+](=O)[O-])C(Cl)C21 (centres undefined)

Compound | 41 | 42 | 43 | 44 | 45 | 46 | 47 | 48
GRIN3A LBD mod | -8 | -1 | -1 | -1 | 1 | -3 | 0 | -15
A3A deaminase | 0 | 4 | -2 | 1 | -2 | -4 | 0 | ·
Gli-Sufu block | 2 | -7 | 13 | 1 | 5 | -1 | 1 | 4
APOBEC3G inh | -14 | -1 | -7 | 3 | -6 | -5 | -8 | ·
CCR6 antagonist | 9 | -7 | 25 | 2 | 2 | 3 | 3 | 23
CXCR6 inh | -10 | -6 | 4 | 1 | 2 | -1 | -3 | 14
MPTP inh | 0.9 | -0.1 | 4.4 | -0.1 | 5.4 | 8.3 | -0.3 | 1.7
EBI2 block | 9 | 0 | -10 | 0 | 2 | 19 | 1 | 11

49. CCc1nn(CC(=O)N2CCC3(CC2)OCCO3)c(=O)c2cccn12
50. Fc1ccc(Cn2nnnc2CN2CCC(n3nnc4cc(C(F)(F)F)ccc43)CC2)cc1
51. CS(=O)(=O)NNP(=O)(NNS(C)(=O)=O)NC(=O)c1ccc(Br)cc1
52. CCC1(CC(C)C)C(=O)NC(=S)NC1=O
53. Cn1cc(Br)c(C(=O)Nc2ccc3c(C(F)(F)F)cc(=O)oc3c2)n1
54. Cn1cc(C(=O)NC2CC2)c2ccccc21
55. CC1=CC(C)CC(C)OC(=O)CC(c2ccc(O)cc2)NC(=O)C(Cc2c(Br)[nH]c3ccccc23)N(C)C(=O)C(C)NC(=O)C(C)C1 (centres undefined)
56. CC(Cc1ccccc1)NC(=O)Cc1ccc(N(C)C)cc1 (centres undefined)
57. CC(C)(C)n1cccc1/C=C1\C(=O)NC(=O)N(c2ccccc2)C1=O
58. [N-]=[N+]=NCc1cn2cccnc2n1
59. C=C1N2CCC(CC2)C1(O)c1ccccc1C (centres undefined)

Compound | 49 | 50 | 51 | 52 | 53 | 54 | 55 | 56 | 57 | 58 | 59
GRIN3A LBD mod | -2 | -5 | -2 | -2 | -6 | -5 | -4 | -2 | -6 | -1 | 3
A3A deaminase | -5 | 2 | -1 | · | 1 | 1 | · | 1 | 6 | 1 | -3
Gli-Sufu block | -4 | -5 | -6 | 5 | 4 | -9 | 83* | -10 | -5 | -2 | 1
APOBEC3G inh | -5 | -3 | -6 | · | 0 | -5 | · | 1 | -3 | -3 | -9
CCR6 antagonist | 10 | 4 | 0 | 6 | -4 | 10 | 19 | 6 | 8 | 4 | -12
CXCR6 inh | 5 | -9 | -2 | 0 | -4 | -5 | 10 | 4 | 2 | -9 | -8
MPTP inh | -0.4 | 4.1 | 0.0 | -1.4 | -1.4 | 1.7 | 0.8 | 0.3 | -0.9 | -6.0 | -0.7
EBI2 block | -16 | 7 | 2 | -2 | 9 | -1 | -34 | 3 | 2 | -5 | 3

Not all compounds are listed; the hit share may differ from the screen's.
